Nox1 inh: blocks human NADPH oxidase 1 activity | actives 0.81% (n = 16,000) | HT29 cells, luminol chemiluminescence ROS | Q9Y5S8 | AID 1792 | inhibition, % at 6.7 µM
Target sequence (Q9Y5S8 whole entry, looked up): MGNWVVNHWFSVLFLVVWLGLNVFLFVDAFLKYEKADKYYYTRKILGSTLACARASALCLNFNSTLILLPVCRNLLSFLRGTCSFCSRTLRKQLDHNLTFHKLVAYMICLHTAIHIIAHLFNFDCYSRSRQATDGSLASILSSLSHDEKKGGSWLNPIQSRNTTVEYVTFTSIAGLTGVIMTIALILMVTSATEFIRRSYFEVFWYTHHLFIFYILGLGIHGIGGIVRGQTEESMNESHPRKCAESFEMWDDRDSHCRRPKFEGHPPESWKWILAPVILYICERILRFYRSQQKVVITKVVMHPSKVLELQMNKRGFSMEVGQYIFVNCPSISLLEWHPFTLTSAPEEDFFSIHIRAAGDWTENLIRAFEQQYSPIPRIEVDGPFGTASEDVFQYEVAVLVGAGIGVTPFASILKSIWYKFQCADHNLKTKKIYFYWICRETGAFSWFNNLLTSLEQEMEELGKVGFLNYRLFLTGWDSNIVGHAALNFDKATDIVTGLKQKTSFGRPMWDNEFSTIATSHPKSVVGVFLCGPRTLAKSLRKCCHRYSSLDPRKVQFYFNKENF
Luminol counter: luminol signal inhibition, Nox1 inhibitor counter-screen; HRP/luminol/H2O2 chemiluminescence counterscreen; inhibition, % at 6.7 µM; actives 0.4% (n = 16,000); AID 1823; note: reference of the scale not given here
NOTCH agonist: NOTCH pathway agonism | AID 434982 | activation, % at 2.5 µM | actives 0.4% (n = 15,000) | NOTCH signaling luciferase reporter cells, luminescence; in the data active = activation above about 2.2%
TLR4 MyD88 blk: TLR4-MyD88 interaction inhibition. O00206. inhibition, % at 10 µM. Cell-based TLR4-MyD88 binding inhibition assay. actives 0.06% (n = 16,000); in the data active = inhibition above about 45%
S1P1 agonist: S1P1 (human) receptor agonism | activation, % at 4.5 µM | S1P1 agonist cell-based reporter assay | AID 1044 | actives 1.5% (n = 16,000); in the data active = activation above about 80%
PME-1 Maybr inh: PME-1 (human) inhibition, Maybridge primary screen; actives 0.5% (n = 16,000); inhibition, % at 9 µM; Q9Y570; recombinant PME-1, FP-Rh probe fluorescence polarization; AID 2291; in the data active = inhibition above about 30%
KOR antag MB: blocks the human kappa opioid receptor, Maybridge compounds; actives 0.4% (n = 16,000); inhibition, % at 9 µM; P41145; OPRK1 cells, antagonist mode, fluorescence readout; in the data active = inhibition above about 50%
Target sequence (P41145 whole entry, looked up): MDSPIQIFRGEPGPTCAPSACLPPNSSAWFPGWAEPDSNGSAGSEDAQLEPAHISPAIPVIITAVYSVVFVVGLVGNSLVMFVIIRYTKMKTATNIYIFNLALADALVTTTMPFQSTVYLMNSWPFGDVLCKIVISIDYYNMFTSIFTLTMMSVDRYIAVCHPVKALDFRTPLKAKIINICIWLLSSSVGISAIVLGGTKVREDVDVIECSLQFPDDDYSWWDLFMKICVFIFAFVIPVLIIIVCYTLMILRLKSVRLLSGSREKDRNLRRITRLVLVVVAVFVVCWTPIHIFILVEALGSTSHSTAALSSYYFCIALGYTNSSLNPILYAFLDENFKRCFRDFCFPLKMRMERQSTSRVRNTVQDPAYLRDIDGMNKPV
rat GALR2 ag: agonists of rat galanin receptor 2 (GALR2); cell-based GALR2 agonist screen; activation, % at 10 µM; actives 0.5% (n = 16,000); in the data active = activation above about 15%
Active calls of the source: *; . = not tested or not shown. Cut-off read from the data, not from the text of the source, unless noted: active = inhibition above about 75%; inactive = the rest. Hits appear at their usual frequency. Share with any hit: about 4.7%.

(1) C/C(NNc1ncc(C(F)(F)F)cc1Cl)=C(/C#N)C(N)=S
(2) Cc1cccc(Cl)c1NC(=O)CC#N
(3) O=C(OCCOc1ccc(Cl)cc1Cl)c1ccc([N+](=O)[O-])o1
(4) COc1cc2c(cc1OC)C1N(CC2)C(C(=O)c2cccs2)=NN1c1ccccc1 (stereo unspecified)
(5) CN(C)c1cccc(N(C)C)c1CNC(=O)c1ccccc1Cl
(6) CC(C)c1ccc(NC(=S)N2CCCC(c3ccc(F)cc3)=N2)cc1
(7) Cc1nc2sc(-c3ccccc3)cc2c(=O)o1
(8) O=C(CN1C(=O)c2ccccc2S1(=O)=O)c1ccccc1
entry no.,1,2,3,4,5,6,7,8
Nox1 inh,-21,-17,24,-4,-18,-33,-37,-9
Luminol counter,1,-4,-6,-4,4,1,2,0
NOTCH agonist,0.2,-0.7,0.2,-0.2,-0.8,0.1,-0.8,-0.2
TLR4 MyD88 blk,0,-5,-4,-3,-4,0,4,-5
S1P1 agonist,9,-5,-10,-20,-1,-12,11,-6
PME-1 Maybr inh,2,3,8,5,3,-5,28,2
KOR antag MB,-11,9,25,4,-14,-10,0,6
rat GALR2 ag,-6,-5,1,-6,-4,-6,-8,-10

Fetched one by one from the list above, five records:
(5) CN(C)c1cccc(N(C)C)c1CNC(=O)c1ccccc1Cl
(3) O=C(OCCOc1ccc(Cl)cc1Cl)c1ccc([N+](=O)[O-])o1
(2) Cc1cccc(Cl)c1NC(=O)CC#N
(6) CC(C)c1ccc(NC(=S)N2CCCC(c3ccc(F)cc3)=N2)cc1
(1) C/C(NNc1ncc(C(F)(F)F)cc1Cl)=C(/C#N)C(N)=S
entry no.,5,3,2,6,1
Nox1 inh,-18,24,-17,-33,-21
Luminol counter,4,-6,-4,1,1
NOTCH agonist,-0.8,0.2,-0.7,0.1,0.2
TLR4 MyD88 blk,-4,-4,-5,0,0
S1P1 agonist,-1,-10,-5,-12,9
PME-1 Maybr inh,3,8,3,-5,2
KOR antag MB,-14,25,9,-10,-11
rat GALR2 ag,-4,1,-5,-6,-6

Next part:
(9) C/C(=N\Nc1c(Cl)cc(Cl)cc1Cl)c1oc(C)nc1C
(10) C#CCSc1nnnn1-c1ccc(Br)c(C)c1
(11) N#Cc1ccc(Oc2nc3cc(Cl)ccc3s2)cc1
(12) Cn1nc(-c2ccc(S(=O)(=O)NC3CCCCNC3=O)s2)cc1C(F)(F)F (stereo unspecified)
(13) CCCCc1ncc(CO)[nH]1
(14) O=C(N/N=C/c1ccccc1)c1ccc2nonc2c1
(15) COc1cc(C(=O)N/N=C(\N)c2ccccn2)cc(OC)c1OC
(16) NNC(=O)c1cccn1-c1ccc(F)cc1
entry no.,9,10,11,12,13,14,15,16
Nox1 inh,-14,-14,29,12,-10,-17,-31,-5
Luminol counter,3,-1,-5,-6,-7,0,3,-4
NOTCH agonist,-0.1,-0.3,0.4,0.2,0.2,0.5,0.1,0.1
TLR4 MyD88 blk,0,6,14,-9,-11,7,-2,-1
S1P1 agonist,14,-4,5,-2,-13,-6,10,-4
PME-1 Maybr inh,6,2,-2,3,4,0,1,3
KOR antag MB,-14,6,14,5,17,-1,0,-18
rat GALR2 ag,-10,-5,-4,-3,-1,-7,-5,-11

Looked up above.
cpd 15 – KOR antag MB: 0
cpd 14 – PME-1 Maybr inh: 0
cpd 12 – Nox1 inh: 12
cpd 10 – PME-1 Maybr inh: 2
cpd 11 – Nox1 inh: 29

Continuation.
(17) N#CC(C#N)=CNc1cccc(NC(=O)c2cccc(Cl)c2)n1
(18) NN=C1c2ccccc2-c2ccccc21
(19) COc1cc(NC(=O)CSCC(=O)O)c(C(=O)O)cc1OC
(20) O=C(O)c1cccc(C(=O)O)c1Br
(21) O=C(c1cc2ccccc2s1)N1CCN(C(c2ccccc2)c2ccccc2)CC1
(22) C/C(=N\c1nnc(Sc2nc3cc(Cl)ccc3s2)s1)N(C)C
(23) CCCN(C(=O)CC#N)C(=O)Nc1ccc(Cl)cc1
(24) O=C(NC1CCN(CC(=O)N(c2ccccc2)C2CCCCC2)CC1)c1ccccc1
entry no.,17,18,19,20,21,22,23,24
Nox1 inh,-18,-24,-39,-12,-51,15,-5,-21
Luminol counter,2,-2,-1,-2,3,-9,-1,3
NOTCH agonist,-0.5,0.1,-0.9,-0.7,-0.5,.,-3.1,-0.7
TLR4 MyD88 blk,-2,-1,5,-1,-1,9,-10,0
S1P1 agonist,-26,3,6,-10,83*,0,-2,-10
PME-1 Maybr inh,2,1,4,3,-8,9,4,1
KOR antag MB,-28,-1,-1,22,-19,-1,-2,19
rat GALR2 ag,-4,-8,0,-7,-1,-7,-6,-2

Some of these compounds in order of the rat GALR2 ag value, high to low:
No.	Compound	rat GALR2 ag
21	O=C(c1cc2ccccc2s1)N1CCN(C(c2ccccc2)c2ccccc2)CC1	-1
24	O=C(NC1CCN(CC(=O)N(c2ccccc2)C2CCCCC2)CC1)c1ccccc1	-2
23	CCCN(C(=O)CC#N)C(=O)Nc1ccc(Cl)cc1	-6
18	NN=C1c2ccccc2-c2ccccc21	-8

(continued)
(25) Cc1cc(C(=O)NNC(=O)Nc2ccc(C(F)(F)F)cc2)nn1C(C)(C)C
(26) O=C1NCCCCC1N1CNC(=S)NC1 (stereo unspecified)
(27) CC(C)(C)C(=O)N1CCN(c2ccc(C(F)(F)F)cn2)CC1
(28) CCOC(=O)c1sc(-c2sccc2COc2ccc(Cl)cc2)nc1C
(29) CS/C(N)=N/N=C/c1c(F)cccc1Cl
(30) CCOC(=O)C1=C(Nc2ccc(OC(F)(F)F)cc2)OCC1=O
(31) Oc1cc(Cc2ccccc2)cnc1CN1CCOCC1
(32) Cc1nc(C)c(S(=O)(=O)NCc2ccc(-c3cccs3)cc2)s1
entry no.,25,26,27,28,29,30,31,32
Nox1 inh,-4,30,4,-46,-9,-8,-11,-10
Luminol counter,18,-2,-1,1,-3,-3,5,-4
NOTCH agonist,-0.4,0.0,0.5,0.7,0.4,0.3,-0.9,-0.6
TLR4 MyD88 blk,.,-7,1,-9,-7,0,10,3
S1P1 agonist,6,-11,-10,-4,2,0,-3,4
PME-1 Maybr inh,1,2,3,-7,0,4,-4,2
KOR antag MB,11,18,1,-7,-3,-1,0,3
rat GALR2 ag,-5,-6,-3,-10,-7,-2,-7,-4

(33) O=C1CSC(=S)N1Cc1ccco1
(34) COc1ccc(/C=N/NC(=O)Cn2nc(-c3ccccc3)c(-c3ccccc3)nc2=O)cc1
(35) O=C(O)CCCc1nc(-c2cccc([N+](=O)[O-])c2)no1
(36) O=[N+]([O-])c1ccc(Oc2nc3cc(Cl)ccc3s2)c(C2SCCS2)c1
(37) N#CC1=CNc2ccccc2N=C1N
(38) Cc1cc(C(=O)NN)nn1-c1c(Cl)cc(Cl)cc1Cl
(39) CCOC(=O)/C(N=Nc1ccc(Br)cc1)=C(/O)CSC#N
(40) COC(=O)C1=C(NNc2ncc(Cl)cc2C(F)(F)F)CSC1
entry no.,33,34,35,36,37,38,39,40
Nox1 inh,-51,2,-24,-14,7,17,-21,28
Luminol counter,1,-4,1,-2,-1,-6,1,9
NOTCH agonist,-0.6,-0.7,0.5,-0.3,-0.3,-0.3,-0.7,-0.1
TLR4 MyD88 blk,2,1,-1,3,1,2,-6,-1
S1P1 agonist,-8,-1,13,3,-8,19,-5,-5
PME-1 Maybr inh,-2,6,-3,1,27,8,-12,8
KOR antag MB,-7,-1,0,1,9,15,0,-2
rat GALR2 ag,-7,-7,-3,-5,-5,-2,-6,-4

(41) Cc1ccc(S(C)(=O)=NS(=O)(=O)c2sc3ccc(Cl)cc3c2C)cc1 (stereo unspecified)
(42) COc1ccc(CCNC(=S)NC2CC3C=CC2C3)cc1OC (stereo unspecified)
(43) CCCn1c(-c2ccc(F)cc2)n[nH]c1=O
(44) CCO/C=C1\SC(=S)N(/N=C/c2cccc(Cl)c2)C1=O
(45) NC(=O)c1csc(-c2ccncc2)n1
(46) N#C/C(=N\Nc1ccc(Cl)cc1)C(N)=S
(47) O=C(Nc1ccc(Cl)cc1)c1ccccc1[N+](=O)[O-]
(48) O=C(O)/C=C\C(=O)NCc1csc2ccccc12
entry no.,41,42,43,44,45,46,47,48
Nox1 inh,-19,-45,-34,-43,-53,-45,-46,-2
Luminol counter,3,11,0,4,3,3,3,-4
NOTCH agonist,-0.3,.,-0.2,0.1,0.5,-0.3,-0.2,-0.6
TLR4 MyD88 blk,6,-1,8,15,5,-3,-8,-2
S1P1 agonist,24,-3,-10,3,-13,13,3,4
PME-1 Maybr inh,-2,2,0,-14,-3,-2,-6,3
KOR antag MB,-10,-35,-13,6,12,14,-14,10
rat GALR2 ag,-5,-8,-4,-4,-6,-5,-3,-6

(49) N#C/C(=C\Nc1ccc(OC(F)(F)F)cc1)C(=O)c1cccs1
(50) O=C1C=CC(=O)N1Cc1ccc(Cl)c(Cl)c1
(51) Cc1cccc(NC(=O)c2ccco2)n1
(52) O=C(OCc1ccco1)c1ccc(-c2ccc(Cl)cc2)s1
(53) COC(=O)c1cc(OC)c(OC)c(OC)c1N=C/C(C(C)=O)=C(/C)O
(54) O=C(CSc1nccc(C(F)(F)F)n1)Nc1ccc(Br)cc1
(55) N#Cc1c(Cl)cccc1Oc1ccc(-c2ccnc(N)n2)cc1
(56) Cc1noc(NC(=O)c2ccc(C(F)(F)F)cc2)c1[N+](=O)[O-]
entry no.,49,50,51,52,53,54,55,56
Nox1 inh,-17,-43,-53,-24,-10,-2,11,-6
Luminol counter,-5,3,2,-2,-6,-4,-3,-6
NOTCH agonist,0.1,-0.9,-0.2,0.2,-0.7,-0.2,-0.4,1.0
TLR4 MyD88 blk,2,-4,.,-3,7,-8,-10,7
S1P1 agonist,43,7,38,-12,-6,9,62,4
PME-1 Maybr inh,-7,-10,-1,-5,10,7,4,2
KOR antag MB,4,1,16,2,3,22,0,8
rat GALR2 ag,-2,-6,-7,-4,-5,2,-6,-6

(57) CCOC(=O)c1cnn(C(=O)c2c(C)nc3ccccn23)c1N
(58) CCc1c(O)nc2sc3cc(OC)ccc3n2c1=O
(59) CC(C)Oc1ccc(/C=N/NC(=O)c2cccs2)cc1
(60) C/C(=N\NC(=O)c1cccnc1)c1cccnc1
(61) COc1ncnc2c1cnn2C
(62) CSc1nsc(SC)c1-c1nn[nH]n1
(63) CN(C)/C=C/C(=O)c1cc(-c2cccc(C(F)(F)F)c2)no1
(64) COc1ccc(CC(=O)NCc2ccc(N3CCN(C)CC3)cc2)cc1OC
(65) CCOC(=O)C(Cc1cc(F)cc2c1OCOC2)(NC(C)=O)C(=O)OCC
(66) Clc1ccc(I)c(Cl)c1Cl
(67) CCOC(=O)Cn1nnc(-c2ccc(C(C)(C)C)cc2)n1
entry no.,57,58,59,60,61,62,63,64,65,66,67
Nox1 inh,-4,-12,17,-54,8,-43,-19,-21,-13,-53,-13
Luminol counter,-2,29,-2,6,-3,3,6,0,-5,0,-2
NOTCH agonist,-0.5,.,-0.4,-0.4,0.2,0.1,-1.3,-0.4,-0.4,0.2,-0.3
TLR4 MyD88 blk,-7,0,3,0,-5,0,-47,11,0,10,-8
S1P1 agonist,10,-5,17,3,-19,10,-1,-5,-6,12,-21
PME-1 Maybr inh,-1,5,4,-3,1,-4,3,-1,3,3,4
KOR antag MB,-6,2,-1,12,5,7,-9,8,-4,-4,1
rat GALR2 ag,-7,-8,-7,-4,-3,-7,-3,-5,-8,-5,-7

Shown as labelled records: part of the list above.
15. COc1cc(C(=O)N/N=C(\N)c2ccccn2)cc(OC)c1OC
  Nox1 inh: -31; Luminol counter: 3; NOTCH agonist: 0.1; TLR4 MyD88 blk: -2; S1P1 agonist: 10; PME-1 Maybr inh: 1; KOR antag MB: 0; rat GALR2 ag: -5

49. N#C/C(=C\Nc1ccc(OC(F)(F)F)cc1)C(=O)c1cccs1
  Nox1 inh: -17; Luminol counter: -5; NOTCH agonist: 0.1; TLR4 MyD88 blk: 2; S1P1 agonist: 43; PME-1 Maybr inh: -7; KOR antag MB: 4; rat GALR2 ag: -2

Compound activity: PubChem, The Scripps Research Institute Molecular Screening Center
